Screening results: PubChem, several laboratories
IEC-6 cytotox: kills IEC-6 intestinal cells in KLF5 counter-screen; IEC-6 cytotoxicity, luminescence viability; inhibition, % at 5 µM; actives 0.78% (n = 290,000); AID 1825; in the data active = inhibition above about 22%;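 also: 0% = plate median of test compound wells and 100% = cytotoxic reference compound wells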
Platelet DG rel: modulates dense granule release in human platelets; human platelet-rich plasma, SFLLRN dense granule ATP release, luminescence; inhibition, %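 (compounds screened at 7.5 µM in platelet-rich plasma)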; actives 0.22% (n = 300,000); AID 1663;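 active = mean replicate score, as percent of positive control, at or above 50; inconclusive = mean below 50 but at least one replicate at or above 50; inactive = mean and every replicate below 50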
SKKanGAS inh: inhibitors of SKKanGAS S. pyogenes growth in kanamycin (SK-promoter or general growth effect). BacTiter-Glo, 6 h. inhibition, % at 7.5 µM. actives 1.3% (n = 300,000);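 active = mean replicate score, as percent of positive control median, at least 50; inconclusive = mean below 50 but one replicate at or above 50; inactive = mean and every replicate below 50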;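 also: strain carries kanamycin resistance gene driven by streptokinase promoter and grows in 40 µg/ml kanamycin; loss of luminescence reflects streptokinase promoter inhibition or plain growth inhibition; 0% = median of DMSO wells and 100% = positive control at its reference dose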
KLF5 inh: suppresses KLF5 promoter-driven expression. DLD-1 KLF5 promoter-luciferase reporter, luminescence. inhibition, % at 5 µM. actives 0.23% (n = 290,000);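 active = inhibition above a per-plate limit of that plate's mean compound inhibition plus 3 SD, cut at about 60% in these data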;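 also: 0% = DMSO wells and 100% = LY294002 at 200 µM; higher means less KLF5 promoter-driven luciferase light; inactives centre near -14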
HIF act: HIF pathway transcriptional activation | actives 0.32% (n = 300,000) | activation, % at 7.5 µM (by protocol) | U2OS HRE-luciferase reporter, luminescence; normalized: DMSO 0%, desferrioxamine 100% | AID 1910;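 active = mean activation of at least 10% of the iron chelator positive control signal, with at least half of replicates also reaching 10%; inconclusive = mean and replicate majority disagree about reaching 10%; inactive = mean and most replicates under 10%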
HSF1 inh: HSF1 inhibition; NIH3T3-HGL HSE-luciferase, MG132-induced, luminescence 8 h; active compounds read low; actives 0.77% (n = 300,000); activity change, negative = inhibition, % at 7.5 µM (by protocol);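 active = more than half of replicate wells show activity change below -50%, luminescence cut by over half; inconclusive = some wells, but at most half, below -50%; inactive = no replicate well below -50%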;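 also: luciferase reports HSF-1 transcriptional activity via heat shock element; 0% = median of DMSO wells and -100% = zero luminescence signal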
HSF-1 act: increases HSF-1 driven luciferase reporter signal. actives 1.7% (n = 300,000). activation, % at 9 µM. NIH3T3-HGL HSF-1 luciferase reporter, MG132, 8 h; 100% = twice DMSO control signal;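 active = mean replicate activation of at least 50% with a set share of replicates each reaching 50%; inconclusive = only one of those two conditions met; inactive = mean below 50% and too few replicates reaching it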;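 also: 0% = median of the neutral control wells and 100% = twice that signal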
HSP90 inh: HSP90 refolding inhibition in rabbit reticulocyte lysate. inhibition, % at 5.6 µM. AID 1789. actives 0.91% (n = 290,000). luciferase refolding luminescence, 3 h;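 active = inhibition above the screen-wide mean plus 3 SD, computed separately per campaign, cut at about 16% in these data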;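 also: 0% = DMSO wells and 100% = 60 µM geldanamycin wells; inhibitors lower the luminescence because luciferase stays unfolded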
AI-2 QS mod: modulators of Vibrio harveyi AI-2 quorum sensing system. Vibrio harveyi JMH597 AI-2 luminescence/OD600 ratio, 9 h; active compounds read low; strain lacks LuxN and CqsS sensors; 0 = neutral-control median. activity change, % at 7.5 µM. actives 0.4% (n = 300,000). AID 2094; in the data active = activity change below about -75%, passing the limit was not always enough; inconclusive = no clear call, values can overlap the other calls;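 also: luminescence divided by OD600 gain over 9 h not by final OD600 alone; inactives centre near 13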
aSyn 5UTR inh: MLPCN primary screen, SNCA 5' untranslated region; inhibition, % (tested at 7.5 µM); alpha-synuclein 5'UTR reporter, inhibitor activity; actives 0.82% (n = 300,000); AID 1813; in the data active = inhibition above about 60%; inconclusive = no clear call, values can overlap the other calls;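 also: H4 neuroglioblastoma cells stably carrying SNCA 5'UTR luciferase fusion; 0% = DMSO wells and 100% = positive control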
An asterisk follows results filed as active; ? = inconclusive; . = no result given. The order is random; about 6% have a hit in one of these screens.

SMILES	IEC-6 cytotox	Platelet DG rel	SKKanGAS inh	KLF5 inh	HIF act	HSF1 inh	HSF-1 act	HSP90 inh	AI-2 QS mod	aSyn 5UTR inh
Cc1ccc(-c2[nH]nc3c2C(c2ccsc2)C(C#N)=C(N)O3)cc1 (stereo unspecified)	3	7	11	-23	0.0	6	11	4	24	-15
COc1ccc(C(=O)CSC2=C(C#N)C3(CCCCC3)C(C#N)=C(N)N2)cc1	1	7	-4	-11	0.3	24	27	0	22	-22
CCN(CCNC(=O)C1CCN(S(=O)(=O)c2c(C)noc2C)CC1)c1ccccc1	-2	5	3	-7	-0.2	5	25	-2	6	-12
CCCCCCCc1nn2c(=O)cc(O)nc2s1	-1	-14	?	-2	-0.2	3	3	-1	40	7
COC(=O)CCCCCCCCC(=O)Nc1nc2ccccc2s1	2	-6	-9	-6	0.8	2	9	2	6	5
COC(=O)c1c(C)n(-c2ccccc2)c2ccc(O)cc12	1	1	-1	-27	0.1	-8	8	-4	-4	29
CCCCC1CCC(/C(N)=N/O)CC1 (stereo unspecified)	14	8	4	14	-0.6	-43	-54	1	33	-25
O=C(NCC(=O)N(c1ccccc1)C(C(=O)NC1CCCCC1)c1cccnc1)c1ccco1 (stereo unspecified)	-2	-2	11	8	-0.1	-4	2	0	32	-13
CCN1CCN(CCC(=O)Nc2cc(OC)ccc2OC)CC1	5	4	2	-34	0.0	-6	21	-2	.	2
COc1ccc(Cl)cc1N(C(=O)c1ccco1)C(C(=O)NC1CCCC1)c1ccco1 (stereo unspecified)	0	6	0	-16	0.0	11	23	0	24	-3
O=[N+]([O-])c1cc(C(F)(F)F)cc([N+](=O)[O-])c1NCc1cccnc1	3	-12	6	-3	-0.5	1	-5	-1	5	-14
COc1ccc(C(=O)OC2CCCCC2CN(C)C)cc1 (stereo unspecified)	0	7	3	-12	-1.0	-9	-29	1	2	7
Fc1cccc(Cc2noc(CN3CCC(c4ccncc4)CC3)n2)c1	-4	3	-9	-14	-0.3	-6	3	2	9	-19
COc1ccc(Nc2nc(-c3cccs3)cs2)c(OC)c1	2	6	9	-160	1.2	-2	0	3	10	-196
O=C(c1ccccc1)N(c1ccccc1)C1C=CS(=O)(=O)C1 (stereo unspecified)	-2	4	1	24	0.2	-5	9	1	12	4
CC1=Nc2ccccc2/C1=C/c1sc(=O)n(CC(=O)N2CCCC2)c1O	4	-3	-11	-7	0.0	6	21	4	35	-15
COc1ccc(NC(=O)c2cc(-c3ccc(OC)c(OC)c3)on2)cc1OC	-1	-4	6	-17	0.2	-3	3	-2	12	6
CC1CN(S(=O)(=O)c2cccc(C(F)(F)F)c2)CN1C(=O)N1CCOCC1 (stereo unspecified)	4	7	0	7	0.2	-3	-12	4	17	0
CN(c1ccccc1)S(=O)(=O)c1ccc(NC(=O)c2nc(S(C)(=O)=O)ncc2Cl)cc1	95*	-1	-7	23	-0.1	8	21	0	5	16
COc1cc(N=Cc2c(O)[nH]c3ccccc23)cc(OC)c1OC	17	-4	-4	67*	0.3	-12	-1	0	18	81*
Nn1c(=O)c2ccccc2n2c(SCc3ccccc3)nnc12	1	15	9	-1	-0.4	-68*	-76	-1	14	-3
O=C(N/N=C/c1cccnc1)c1ccccc1OCc1ccc(Br)cc1	-3	-2	-6	-24	0.2	5	4	-1	21	1
CCNC(=O)COC(=O)c1sccc1C	-9	.	.	-21	.	.	.	-3	12	.
COc1ccc(-c2nnc(NC(=O)c3ccc(S(=O)(=O)N(C)CC4CCCO4)cc3)o2)c(OC)c1 (stereo unspecified)	6	4	47	20	-0.6	-7	3	-2	28	-4

Whole records as entered above. Order of screens: IEC-6 cytotox, Platelet DG rel, SKKanGAS inh, KLF5 inh, HIF act, HSF1 inh, HSF-1 act, HSP90 inh, AI-2 QS mod, aSyn 5UTR inh
`CC1CN(S(=O)(=O)c2cccc(C(F)(F)F)c2)CN1C(=O)N1CCOCC1` (stereo unspecified) is entered as 4, 7, 0, 7, 0.2, -3, -12, 4, 17, 0
`O=C(c1ccccc1)N(c1ccccc1)C1C=CS(=O)(=O)C1` (stereo unspecified) is entered as -2, 4, 1, 24, 0.2, -5, 9, 1, 12, 4

Carrying on.
SMILES	IEC-6 cytotox	Platelet DG rel	SKKanGAS inh	KLF5 inh	HIF act	HSF1 inh	HSF-1 act	HSP90 inh	AI-2 QS mod	aSyn 5UTR inh
O=C(COC(=O)c1ccc2ncsc2c1)NC(=O)NCc1ccccc1	-1	-3	-8	-11	0.4	4	0	2	-2	17
COc1cc(C)ccc1OCCON1C(=O)CCC1=O	-1	2	-4	-26	0.4	2	-4	-3	12	-2
CCCCCCCCCCCCC(NC(C)=O)(C(=O)OCC)C(=O)OCC	7	3	61*	-5	-7.9	-4	4	0	11	-3
COc1cc(C(CC(=O)Nc2ncccc2C)N2Cc3ccccc3C2=O)cc(OC)c1OC (stereo unspecified)	3	-2	-4	-23	2.6	-5	-4	0	5	7
CCOC(=O)c1cnn(-c2ccccc2)c1-n1cccc1C(=O)C(=O)N(C)C	-2	20	14	-5	-0.2	1	2	-1	8	5
COC(=O)c1ccccc1NC(=S)NC(NC(=O)COc1ccccc1)C(Cl)(Cl)Cl (stereo unspecified)	1	-1	33	8	-0.9	4	7	3	11	-1
COc1ccc(CN2C(=O)c3cccc4cccc2c34)cc1F	5	-4	-1	-6	0.1	1	10	-4	35	20
Cn1c(C(=O)N2CCCC(C(=O)NCc3cccs3)C2)cc2sccc21 (stereo unspecified)	0	11	-2	-4	-0.1	8	-13	4	4	7
O=C(c1c(F)c(F)c(F)c(F)c1F)N1CCc2ccccc21	1	7	3	-5	-0.1	5	3	-2	11	-6
Cc1cc(C)c2c3c(sc2n1)C(=O)N(c1ccccc1)CC(=O)N3	-5	-1	1	-11	-0.2	3	-8	2	6	-13
O=[N+]([O-])c1ccc(N2CCN(S(=O)(=O)c3ccc4ccccc4c3)CC2)cc1NCC1CCCO1 (stereo unspecified)	2	4	0	-25	-0.6	0	-1	-2	14	24
N#C/C(=C/c1ccc(O)c(O)c1)c1nc2ccccc2[nH]1	5	9	7	-172	4.0	9	32	0	40	-148

A stretch of the results above, as a working copy:
SMILES	IEC-6 cytotox	Platelet DG rel	SKKanGAS inh	KLF5 inh	HIF act	HSF1 inh	HSF-1 act	HSP90 inh	AI-2 QS mod	aSyn 5UTR inh
Cc1ccc(-c2[nH]nc3c2C(c2ccsc2)C(C#N)=C(N)O3)cc1 (stereo unspecified)	3	7	11	-23	0.0	6	11	4	24	-15
COc1ccc(C(=O)CSC2=C(C#N)C3(CCCCC3)C(C#N)=C(N)N2)cc1	1	7	-4	-11	0.3	24	27	0	22	-22
CCN(CCNC(=O)C1CCN(S(=O)(=O)c2c(C)noc2C)CC1)c1ccccc1	-2	5	3	-7	-0.2	5	25	-2	6	-12
CCCCCCCc1nn2c(=O)cc(O)nc2s1	-1	-14	?	-2	-0.2	3	3	-1	40	7
COC(=O)CCCCCCCCC(=O)Nc1nc2ccccc2s1	2	-6	-9	-6	0.8	2	9	2	6	5
COC(=O)c1c(C)n(-c2ccccc2)c2ccc(O)cc12	1	1	-1	-27	0.1	-8	8	-4	-4	29
CCCCC1CCC(/C(N)=N/O)CC1 (stereo unspecified)	14	8	4	14	-0.6	-43	-54	1	33	-25
O=C(NCC(=O)N(c1ccccc1)C(C(=O)NC1CCCCC1)c1cccnc1)c1ccco1 (stereo unspecified)	-2	-2	11	8	-0.1	-4	2	0	32	-13
CCN1CCN(CCC(=O)Nc2cc(OC)ccc2OC)CC1	5	4	2	-34	0.0	-6	21	-2	.	2

Going on with the list.
SMILES	IEC-6 cytotox	Platelet DG rel	SKKanGAS inh	KLF5 inh	HIF act	HSF1 inh	HSF-1 act	HSP90 inh	AI-2 QS mod	aSyn 5UTR inh
CCNC(=S)N1CCC(c2nc3cc(C)c(C)cc3[nH]2)CC1	4	11	-2	1	-0.2	-9	-2	3	16	-15
CC1CCC(NC(=O)C2(C)CCC(=O)N2Cc2cccnc2)CC1 (stereo unspecified)	0	0	-1	-12	-0.2	-6	5	0	-2	4
Cc1ccc(S(=O)(=O)N2CCCCC2)cc1C(=O)Nc1ccc(S(=O)(=O)Nc2ncccn2)cc1	-2	18	-6	-19	-0.2	-1	-11	-1	17	10
CCOc1ccc2nc(N3CCCC(C(=O)NCC4CCCO4)C3)sc2c1 (stereo unspecified)	3	12	7	-126	1.4	6	-14	-2	-1	-145
NS(=O)(=O)c1ccc(CCNC(=O)c2ccccc2Cc2ccccc2)cc1	-2	3	2	-14	-0.2	-6	14	-4	25	8
CC(C)=CCC/C(C)=C/C=N/NC(=O)c1cccc([N+](=O)[O-])c1	1	-2	26	-3	0.3	-5	0	-3	-7	-11
O=C(CCC(=O)Nc1ccccc1)NNC(=O)c1ccco1	-2	-1	0	-29	-1.2	-7	-24	-1	4	4
O=C(c1ccccc1F)N1CCN(Cc2nc3sc4c(c3c(=O)[nH]2)CCCC4)CC1	1	14	2	-2	-0.6	2	12	-2	20	8
CC(C)C(NC(=O)C1CCCCC1)C(=O)NC1CCCC(C)C1C (stereo unspecified)	-1	-8	0	-8	1.1	-3	-15	-3	-2	-11
COc1ccc(NC(=O)CN(C)C(=O)CSc2ccc3c(c2)OCCO3)cc1	-9	-8	2	-24	0.1	-3	2	1	8	-6
OCC[C@@H]1C[C@H](O)[C@@H](O)[C@]2(Cc3ccccc3O2)O1	-6	3	6	-20	-0.7	-4	-2	-6	31	10
O=C(Cn1cncc1-c1ccc([N+](=O)[O-])cc1)Nc1cccc2ccccc12	-7	1	1	-56	-0.1	7	14	6	46	-4
N#CCCN1CCN(C(=S)c2ccc(-c3ccc(Cl)cc3)o2)CC1	-5	-2	-9	-35	1.1	12	22	-1	11	-88
COc1ccc(NC2=CC(c3ccc(OC)c(OC)c3)N(c3ccc(OC)cc3)C2=O)cc1 (stereo unspecified)	-2	-7	-5	-9	-0.3	0	4	2	41	20
O=C(N/N=C/c1ccccc1Cl)c1ccncc1	-4	13	-3	-31	-0.5	4	2	-2	20	1
CCc1ccc2c(c1)cc(CN(C(=S)Nc1ccccc1Cl)C1CC1)c1nnnn12	6	1	-3	-5	-0.2	3	-1	0	25	24
CCc1cc(C(=O)NCCN(C)C)cs1	-2	13	1	-75	0.2	3	26	-1	-9	-4
COc1ccc(CNC(=O)Cn2cc([N+](=O)[O-])nc2C)cc1	-3	2	-5	-9	-0.4	-5	7	-5	26	4
COC(=O)c1cnc(Oc2ccc(NC(=O)NC(=O)c3c(OC)cccc3OC)cc2)cc1C(F)(F)F	3	-6	19	5	0.8	-34	-41	3	33	74*
COc1cc(C=O)ccc1OCC(=O)N1CCCC1	0	-3	10	-26	0.3	1	2	-1	33	-9
O=C(O)/C(=C\c1ccc(Cl)cc1)c1ccc(F)cc1	9	-4	2	-5	0.3	-3	-5	2	0	-6
